Bim-Mcl-1: disrupts Bim peptide binding to human Mcl-1; Bead-based flow cytometry, Bim peptide-Mcl-1 binding; inhibition, % at 10 µM; actives 0.1% (n = 190,000); in the data active = inhibition above about 40%;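 note: 0% = no compound tracer wells and 100% = peptide blocker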
Target sequence (Q07820 whole entry, looked up): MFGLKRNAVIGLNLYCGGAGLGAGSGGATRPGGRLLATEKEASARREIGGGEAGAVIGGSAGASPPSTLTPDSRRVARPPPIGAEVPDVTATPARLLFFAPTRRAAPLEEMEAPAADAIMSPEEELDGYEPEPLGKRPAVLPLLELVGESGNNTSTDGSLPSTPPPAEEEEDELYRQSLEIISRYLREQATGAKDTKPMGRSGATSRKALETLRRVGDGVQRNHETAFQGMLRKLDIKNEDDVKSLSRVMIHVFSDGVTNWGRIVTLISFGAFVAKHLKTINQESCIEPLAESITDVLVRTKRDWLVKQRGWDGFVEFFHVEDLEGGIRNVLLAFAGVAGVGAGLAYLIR
Rab2A wt mod: changes GTP binding to wildtype dog Rab2A, up or down; P61105; GTP binding activity, % at 10 µM; GST-Rab2 wt beads, Bodipy-GTP binding, flow cytometry; actives 0.19% (n = 190,000); AID 760;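 active = GTP binding activity at least 20 points away from 100%, either lowered or raised; inconclusive = signal likely due to the compound's own green fluorescence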;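 note: 0% = beads with excess unlabeled GTP and 100% = no-compound control corrected for plate trend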
Rab7 wt modul: alters GTP binding to wildtype dog Rab7; GTP binding activity (percent of control), % at 10 µM; GST-Rab7 beads, fluorescent GTP binding, flow cytometry; actives lie on both sides; untreated = 100%, excess cold GTP = 0%; actives 0.055% (n = 190,000);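 active = fluorescent GTP binding to Rab7 beads changed by at least 20 points from the 100% baseline, either direction, mostly lower; inconclusive = compound itself probably fluorescent, or too few beads counted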;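 note: median green fluorescence of bound Bodipy-FL-GTP per Rab7 bead population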
Mcl1 Noxa PPI: Mcl-1/Noxa interaction inhibition; TR-FRET Mcl-1/Noxa peptide binding, 2 h; inhibition, % at 21.7 µM; actives 1.5% (n = 220,000);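 active = compounds that cut the protein-peptide binding signal by more than 50% relative to plate controls in a single-dose test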;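 note: His-tagged Mcl-1 with rhodamine Noxa BH3 peptide and terbium anti-His antibody; 0% = Mcl-1 plus Noxa peptide wells and 100% = peptide-only wells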
Avidin fluor: avidin bead compound fluorescence profile. fluorescence (KMESF) at 10 µM. actives 0.38% (n = 220,000). Avidin beads, compound fluorescence 488/530 nm, flow cytometry; hits give high values; in the data active = fluorescence above about 47; note: inactives centre near 10
Pf gamet viab: P. falciparum stage V gametocyte viability inhibition. inhibition, % at 10.9 µM. AID 743093. P. falciparum stage V gametocytes, ATP luminescence, 24 h. actives 0.065% (n = 150,000);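 active = inhibition above the mean plus 3 SD of compounds within the control limits, set per campaign, cut at about 38% in these data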;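 note: 0% = DMSO wells and 100% = medium only without gametocytes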
Rac1 wt GTP bind: human Rac1 wildtype GTP binding, inhibitors and activators. P63000. AID 757. actives 0.27% (n = 190,000). GST-Rac1 beads, fluorescent GTP binding, flow cytometry; actives lie on both sides; 0 = cold GTP competed, 100 = untreated. GTP binding activity (% of control), % at 10 µM;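 active = GTP binding activity at least 20 points away from the 100% control level, either lower or higher; inconclusive = compound flagged as likely green fluorescent, judged across all proteins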
Cdc42 wt: human Cdc42 wildtype GTP binding change, either direction. P60953. GST-Cdc42 beads, Bodipy-GTP binding, flow cytometry; actives lie on both sides. AID 761. actives 0.2% (n = 190,000). percent activity (GTP binding), % at 10 µM;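 active = percent activity GTP binding at least 20 points away from the 100% baseline, either down as inhibitor or up as activator; inconclusive = compound flagged as likely green fluorescent from well-wide comparison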;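 note: median bead fluorescence of bound Bodipy-FL-GTP at 100 nM; 0% = excess unlabeled GTP control and 100% = no compound control; below 100% means less GTP binding so inhibitor and above means activator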
Target sequence (P60953 whole entry, looked up): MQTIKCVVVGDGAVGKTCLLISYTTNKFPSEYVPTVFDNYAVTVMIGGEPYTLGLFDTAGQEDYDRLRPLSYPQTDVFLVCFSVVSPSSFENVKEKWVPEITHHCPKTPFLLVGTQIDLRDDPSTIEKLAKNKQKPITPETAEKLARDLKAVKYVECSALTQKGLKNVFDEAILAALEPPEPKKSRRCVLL
Mcl1-Bid inh: Mcl-1/Bid interaction inhibition; TR-FRET Mcl-1/Bid-Dy647 peptide binding, 1536-well; inhibition, % at 21.7 µM; actives 0.97% (n = 220,000);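 active = compounds that cut the binding signal by more than half at the single screening dose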;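 note: His-tagged Mcl-1 with europium anti-His antibody binding Bid BH3 peptide; 0% = Mcl-1 plus peptide wells and 100% = peptide-only wells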
Rac1 act GTP bind: modulators of GTP binding to human Rac1 activated mutant | P63000 | GST-Rac1 activated beads, fluorescent GTP binding, flow cytometry; actives lie on both sides; 100% means binding = to untreated wells | percent activity (GTP binding), % at 10 µM | actives 0.11% (n = 190,000) | AID 764;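 active = GTP binding at least 20 percentage points away from the 100% baseline, in either direction, so actives lie on both sides; inconclusive = Compound likely fluorescent itself, or too few beads counted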
HRas wt GTP bind: changes GTP binding to wildtype human HRas; actives 0.14% (n = 190,000); P01112; GST-Ras wt beads, Bodipy-FL-GTP binding, flow cytometry; actives lie on both sides; GTP binding activity, % at 10 µM; AID 759;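 active = GTP binding activity at least 20% away from the 100% baseline, either lowered as inhibitor or raised as activator; inconclusive = flagged as likely green fluorescent, judged across all proteins in the well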;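 note: 0% = unlabeled GTP competition control and 100% = no-compound control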
Target sequence (P01112 whole entry, looked up): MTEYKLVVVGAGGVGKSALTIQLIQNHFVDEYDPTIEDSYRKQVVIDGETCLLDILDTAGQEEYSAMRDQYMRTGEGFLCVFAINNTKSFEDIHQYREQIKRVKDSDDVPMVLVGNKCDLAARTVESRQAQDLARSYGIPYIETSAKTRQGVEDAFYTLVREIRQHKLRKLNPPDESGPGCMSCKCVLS
The depositor's hits bear a star; ? = inconclusive; . = not tested or not shown.

SMILES	Bim-Mcl-1	Rab2A wt mod	Rab7 wt modul	Mcl1 Noxa PPI	Avidin fluor	Pf gamet viab	Rac1 wt GTP bind	Cdc42 wt	Mcl1-Bid inh	Rac1 act GTP bind	HRas wt GTP bind
COc1ccccc1CNC(=O)Cc1ccc(Br)cc1	-1	101	95	19	2	-8	103	97	3	99	99
CC1CCCN(CC(O)COCc2ccc3c(c2)OCO3)C1 (centres undefined)	-4	100	97	13	4	-11	101	100	2	98	98
CCOC(=O)N1CCc2c(sc3c2c(=O)n(Cc2ccccc2)c(=O)n3Cc2ccc(C)cc2)C1	-3	100	97	-6	6	.	106	102	5	100	100
O=C(CN1CCN(Cc2ccccc2F)C1=O)NCc1cccnc1	1	101	99	15	5	.	104	103	-13	101	102
O=C1CCCN1CCCNc1ncnc2c1[nH]c1ccc(Cl)cc12	-1	94	95	11	30	.	95	97	-3	92	97
CCOC(=O)CCc1c(C)nc2cc(-c3ccc(F)cc3)[nH]n2c1=O	3	98	100	.	8	-17	96	97	.	95	97
O=C(O)c1[nH]c2ccccc2c1-c1ccccc1	-3	99	98	-5	12	-16	103	96	-9	95	99
COC(=O)c1ccc(C2C(Oc3ccccc3)C(=O)N2CCc2ccc(F)cc2)cc1 (centres undefined)	0	?	?	-11	61*	.	?	?	1	?	?
O=C(Nc1cccc(NC(=O)c2ccc(-c3ccc(Br)cc3)o2)c1)c1ccco1	-1	98	98	-7	20	1	98	98	-2	99	98
N/C(Cc1cccc2ccccc12)=N\OC(=O)c1ccc(Br)o1	1	108	105	28	6	-4	109	102	-12	101	106
COCCn1c(=NC(=O)c2nc3ccccc3s2)sc2cc(S(C)(=O)=O)ccc21	-5	99	98	-60	12	-19	101	100	33	98	99
c1ccc(Cc2nnc3sc(-c4ccncc4)nn23)cc1	-7	97	101	1	17	24	102	101	-3	99	99
Clc1ccsc1-c1ccc2ccccc2n1	-1	104	103	-10	9	.	108	103	0	101	104
CCOC(=O)c1cc(CNC(=O)c2c(C)oc3c2CCCC3)c(C)o1	3	97	98	0	18	.	96	96	-93	95	98
CCOC(=O)c1c(N2C(=O)Nc3ccccc3N2O)n[nH]c1-c1cccc(Cl)c1	1	86	93	-13	9	.	88	84	2	83	86
Cc1cc(C)cc(NC(=S)NCc2cccs2)c1	-2	101	98	21	1	-46	103	102	-12	100	102
COCCCNC(=O)CSC1=Nc2ccccc2C2=NC(c3ccccc3)C(=O)N12 (centres undefined)	0	95	100	11	69*	3	99	91	19	96	98
CCCN1C(=O)c2ccccc2NC1c1ccc(OC)cc1OC (centres undefined)	-2	101	101	-19	13	.	101	105	-11	97	102
Cc1cc(Cl)ccc1NC(=S)NC(C)(C)C	1	97	99	8	8	.	100	100	-34	96	99
Cc1ccc(C(=O)CSc2ccc(-c3cccnc3)nn2)cc1	-1	94	93	14	24	9	97	95	-5	93	92
O=c1[nH]c(SCc2cccc(Cl)c2)nc2ccccc12	-7	?	?	3	12	-3	?	?	-17	?	?
CC(C(=O)O/N=C(\N)c1cccnc1)c1ccc([N+](=O)[O-])cc1 (centres undefined)	-1	98	103	-5	21	-40	95	95	4	95	97
O=C(O)c1ccc(N/N=C/C=C/c2ccccc2[N+](=O)[O-])cc1	1	92	88	19	11	.	93	94	-48	96	92
Cn1nc(-c2ccc(NCCO)c([N+](=O)[O-])c2)c2ccccc2c1=O	5	95	98	11	21	8	100	99	-2	96	97
CN(C)C(=O)N1CCC(C(=O)NCC2CCCO2)CC1 (centres undefined)	1	97	97	-1	15	-43	93	96	-11	92	97
CCOC(=O)c1c(C)nc2sc3c(=O)n(-c4ccc(C(C)=O)cc4)cnc3c2c1-c1ccc(OC)cc1	-1	101	101	2	6	.	100	100	-8	101	100
CCN(CC)C(=O)Cc1cc(C(=O)O)c2ccccc2n1	-2	100	99	19	18	.	99	100	13	98	100
CCOc1cc(C(=O)N2CCN(C/C=C/c3ccccc3)CC2)cc(OCC)c1OCC	-2	98	99	-8	8	.	103	98	-25	98	98
CC(=O)Nc1cccc(N2C(=O)CCC2=O)c1	0	103	103	-4	8	4	100	101	-4	98	103
O=C(NC(=S)NC1C2CC3CC(C2)CC1C3)C12CC3CC(CC(C3)C1)C2 (centres undefined)	5	101	101	7	4	.	102	98	-118	100	99
COc1ccccc1OCCC(=O)OCC(=O)Nc1ccc(Br)cc1F	-1	97	104	3	11	6	95	96	-18	92	96
O=C(CCS(=O)(=O)c1cccs1)N1CCCC1	-6	100	103	8	12	.	103	97	-21	99	101
CCCSc1nnc(-c2ccccc2NC(=O)CC)c(=O)[nH]1	-1	100	101	17	10	.	103	100	9	96	103
Cc1nc2ccc(NC(=O)c3cccnc3)cc2s1	0	96	94	22	8	-19	97	94	-17	97	96
CCn1cc([N+](=O)[O-])c(C(=O)Nc2ccc(Br)cn2)n1	4	99	100	8	21	-8	101	100	-4	96	98
CCCCn1c(C)cc2cc(O)ccc21	-6	93	94	-3	6	-1	93	96	-29	95	95
CC(C)NC(=O)/C(C#N)=C\c1ccc(N(C)C)o1	-1	95	98	-2	6	-12	93	92	-13	92	95
O=C(Cc1ccc([N+](=O)[O-])cc1)N1N=C(c2ccncc2)CC1(O)C(F)(F)F (centres undefined)	-1	95	96	6	8	-4	92	93	-7	92	94
O=C(Nc1nnc(-c2ccccn2)o1)c1cccc(Br)c1	-2	97	97	-24	14	-5	95	100	-39	97	95
COC(=O)c1cccc(-n2c(C)cc(C=O)c2C)c1C	-7	90	94	10	7	-21	94	93	-43	93	94
COc1ccc(-c2cc(C(F)F)n3ncc(C(=O)n4ccnc4C)c3n2)cc1	-5	95	97	-3	10	16	98	98	-1	98	94
N#CCc1nn(-c2ccc(Cl)cc2)c(N)c1C#N	3	86	89	17	12	.	91	96	-18	95	88
Cc1cc(=O)oc2c(C(=O)/C=C/c3ccccc3)c(O)ccc12	2	93	92	-12	3	1	94	96	-30	94	96
CCC1Cc2c(nc(N)c3c(N)nc(N4CCCCC4)c(C#N)c23)O1 (centres undefined)	-3	97	102	11	14	-8	98	94	-53	95	97
NC(N)=N/N=C/c1ccc(OCc2ccccc2Cl)cc1	-1	97	101	25	23	-11	97	95	-16	95	97
O=c1c(-c2ccccc2)c(O)c2c(n1-c1ccccc1)CCCC2	0	100	104	6	1	.	101	96	-28	96	100
Cc1cc(C)c(S(=O)(=O)N2CCCOC2CNC(=O)C(=O)NCCC2=CCCCC2)c(C)c1 (centres undefined)	-4	103	101	3	9	1	106	101	-19	101	103
Cc1c(Cl)c([N+](=O)[O-])nn1CCCC(=O)Nc1c(Cl)cccc1Cl	3	102	102	-8	13	-2	106	104	10	100	101
COc1ccccc1N(CC(O)CN(c1ccccc1)S(C)(=O)=O)S(=O)(=O)c1ccccc1 (centres undefined)	1	99	98	11	8	.	102	103	-8	100	101
CC(=O)C(C)Oc1ccc2c3c(c(=O)oc2c1)CCCC3 (centres undefined)	0	99	97	-19	42	.	102	98	2	98	98
CCOC(=O)C1CCN(C(=O)C2CCN(S(=O)(=O)c3cc(Cl)ccc3Cl)CC2)CC1	0	101	100	-9	10	-8	100	98	-18	97	101
C=CCN(CC=C)C(=O)C1CC(=O)N(c2ccc(Br)cc2)C1 (centres undefined)	0	98	98	14	5	-20	97	97	14	93	99
Cc1cc(C)cc(N(C(=O)CCC(=O)Nc2ccccn2)C(C(=O)NC(C)C)c2ccc(O)cc2)c1 (centres undefined)	2	99	97	-5	11	.	99	100	0	96	97
COC(=O)N/N=C/c1cccnc1	0	98	100	9	14	6	103	99	-20	98	101
COc1ccc(C(=O)N/N=C(\C)Cn2cnc([N+](=O)[O-])n2)cc1	0	100	102	-5	4	15	101	103	-14	101	100
COc1cc2ncnc(NCc3ccco3)c2cc1OC	0	?	?	10	7	-26	?	?	-17	?	?
CC1Cc2nc(SCC(=O)N3CCCC3)n(C)c(=O)c2S1 (centres undefined)	-5	97	98	8	4	.	94	94	-27	94	95
CNC(=O)CSc1nnc(-c2cccnc2)n1CCc1ccccc1	-1	100	97	11	35	.	100	102	-2	99	102
CCOC(=O)c1c(-c2ccc(C)cc2)csc1NC(=O)CCSc1nnc2ccccn12	-4	100	95	-14	13	-17	101	101	-16	97	97
C/C(=N/NC(=O)CN1CCN(Cc2ccccc2Cl)CC1)c1ccncc1	-2	97	98	14	13	8	98	98	7	96	96

Next part, starting with the last 3 of the part before.
SMILES	Bim-Mcl-1	Rab2A wt mod	Rab7 wt modul	Mcl1 Noxa PPI	Avidin fluor	Pf gamet viab	Rac1 wt GTP bind	Cdc42 wt	Mcl1-Bid inh	Rac1 act GTP bind	HRas wt GTP bind
CNC(=O)CSc1nnc(-c2cccnc2)n1CCc1ccccc1	-1	100	97	11	35	.	100	102	-2	99	102
CCOC(=O)c1c(-c2ccc(C)cc2)csc1NC(=O)CCSc1nnc2ccccn12	-4	100	95	-14	13	-17	101	101	-16	97	97
C/C(=N/NC(=O)CN1CCN(Cc2ccccc2Cl)CC1)c1ccncc1	-2	97	98	14	13	8	98	98	7	96	96
CC1CCN(S(=O)(=O)c2cccc(C(N)=O)c2)CC1	-6	98	95	9	4	8	100	98	-6	95	97
CCCCN(C)CCOc1ccccc1OCC	-2	?	?	18	5	13	?	?	4	?	?
C=Cn1ccnc1P(=S)(c1ccc2c(c1)c1ccccc1n2CC)c1nccn1C=C	-2	99	97	1	7	.	100	99	-1	97	100
CNCCC(Oc1ccc(C(F)(F)F)cc1)c1ccccc1 (centres undefined)	0	103	100	12	8	.	100	103	-10	101	99
CCn1c(CC(=O)Nc2ccccc2)n[nH]c1=S	5	97	97	5	12	-4	100	99	-49	99	99
CCN1C(=O)C2(C(C#N)=C(N)Oc3cc(C)oc(=O)c32)c2ccccc21 (centres undefined)	-1	100	99	22	27	.	103	103	-23	101	101
CC(/C=N/NC(=O)CSc1nc2ccccc2n1C)=C\c1ccco1	-6	99	100	26	12	-7	100	99	0	97	98
CCOCCCNC(=O)CCCn1nc(C)n2c(cc3sccc32)c1=O	0	102	102	19	7	.	109	103	4	101	103
CC1(C)C(=O)Nc2ccccc2N1C(=O)COc1ncnc2c(Cl)cc(Cl)cc12	0	93	95	-39	9	11	94	92	-2	96	95
COc1ccc(Cl)cc1NC(=O)COC(=O)C(CC(C)C)N1C(=O)C2CC=CCC2C1=O (centres undefined)	-1	98	97	-1	13	-2	100	96	10	97	97
O=[N+]([O-])c1cc([N+](=O)[O-])c(N2CCCCCC2)cc1NCCO	0	98	93	-5	8	-25	96	100	-8	98	99

Hits appear at their usual frequency. About 2.7% of those tested had a hit in this group.
